Insulin prom inh – TRM-6 insulin promoter activity inhibition. TRM-6 cells (human fetal islet line), insulin promoter-eGFP reporter, imaging; reporter expression induced with tamoxifen. inhibition, % at 2 µM. 130,000 tested, 0.9% active;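 active means inhibition above the mean plus 3 SD, with well images judged a real hit on visual review, cut at about 60% in these data, passing the limit was not always enough; inconclusive means inhibition over the cutoff but images rejected on review; inactive means inhibition not above the cutoff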
SDO1 yeast rescue – sdo1-depleted yeast growth rescue; S. cerevisiae sdo1-depleted JHY4D growth rescue, OD600 30 h; stronger effect = higher value; pdr5 snq2 efflux-pump mutant strain; z-score at 10 µM; 140,000 tested, 0.21% active; AID 817;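 active means z-score above 3 at both the 24 hr and the 30 hr optical density reads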;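 further: z-score against mean and SD of all compound wells on the same plate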
SDO1 yeast rescue Rescue 24 h – recorded beside SDO1 yeast rescue, whose call it bears; z-score; S. cerevisiae sdo1-depleted JHY4D growth rescue, OD600; measured here: growth rescue at 24 h;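 0 is the plate mean of compound wells and units are plate SD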
An asterisk follows results filed as active; i = inactive; ? = inconclusive; . = not tested or not shown; & = joins results of further samples. Some of the compounds tested (hit frequency here may not be typical).

SMILES	Insulin prom inh	SDO1 yeast rescue	SDO1 yeast rescue Rescue 24 h
CCN(CC)S(=O)(=O)c1cccc(C(=O)NC(Cc2c[nH]c3ccccc23)c2nnc3n2CCCCC3)c1 (stereo not given)	-3	-0.33	0.02
O=C(CSc1nncn1-c1ccccc1)NC1CCCc2ccccc21 (stereo not given)	-29	0.31	-0.87
COc1cc(C(C2=C(O)CC(C)(C)CC2=O)C2C(=O)CC(C)(C)CC2=O)cc(OC)c1OC (stereo not given)	29	.	.
COc1ccc(Cc2nc(-c3ccc(Br)cc3)no2)cc1	28	-0.68	-0.11
Cc1cc(C)cc(NC(=O)c2cc(S(=O)(=O)NCc3ccco3)ccc2F)c1	.	-1.2	-1.3
Cc1cc(C(=O)Cn2ncc(Cl)c(Cl)c2=O)c(C)n1CC(F)(F)F	.	0.43	1.7
S=C(NCC(c1cccnc1)N1CCOCC1)NC1CCCCC1 (stereo not given)	7	.	.
COCCn1c(SCc2csc(-c3ccccc3)n2)nc2ccccc21	-37	-0.47	-0.05
Cc1cccnc1NC(=O)/C=C/c1ccc2c(c1)OCO2	.	0.38	-0.32
CCNC(=S)NN(c1ccccc1)c1ccccc1	.	-0.32	-0.35
Cn1c(=O)c2c(nc(NCCCN3CCOCC3)n2Cc2ccc(Cl)cc2)n(C)c1=O	15	.	.
CC(=O)c1ccc(NS(=O)(=O)Cc2ccc(Cl)cc2)cc1	14	0.01	0.23
COc1ccc(C)cc1NC(=O)C(=O)NNC(=O)COc1ccc(Cl)cc1	0	.	.
COc1cc(OC)c(C(=O)OC(C)C(=O)Nc2cc(C(F)(F)F)ccc2Cl)cc1OC (stereo not given)	.	-0.55	-0.89
O=S(=O)(c1cccc(NC(=S)Nc2ccc(Br)cc2Cl)c1)N1CCOCC1	12	0.07	0.27
O=C(CSc1nc2ccccc2c(=O)n1-c1ccccc1)N1CCc2ccccc21	.	-1.3	-0.79
Cn1c(-c2ccccc2)c[n+]2c1-c1ccccc1C2	.	1	0.63
CC(C)(C)c1ccc(/C=C/C(=O)N2CCN(c3ncccn3)CC2)cc1	-5	-0.17	-0.36
CCCNC(=O)CS(=O)(=O)Cc1nc(-c2cccc(OC)c2)oc1C	.	1.2	1
CCOc1ccc(NCc2nnc(SCC(=O)Nc3cc(C)on3)n2-c2ccc(OC)cc2)cc1	12	1.5	1.8
Cc1ccc(NC(=S)NNC(=O)CSc2nc3ccccc3c(=O)n2-c2ccc(C)cc2)cc1	-13	-0.76	-0.78
Cc1c(NC(=S)NC(=O)c2ccco2)c(=O)n(-c2ccccc2)n1C	-7	1	0.62
O=C(CSc1nnc2c3c4c(sc3ncn12)CCCC4)NCc1ccco1	-29	-0.34	0.49
Cc1ccc(CSc2nc3c(cc2C#N)CCC3)cc1	22	0.43&0.45	2.4&1.6
C=CCNC(=O)COC(=O)COc1ccc(Cl)cc1C	14	-0.35	-1.1
CCOc1ccc(C(=O)c2cccs2)cc1	0	1.6	1.8
CCN(CC)C(=O)Cc1cn(C)c2ccccc12	i	.	.
COc1cc(C(=O)NC(CCSC)C(=O)OCc2cc([N+](=O)[O-])cc3c2OCOC3)cc(OC)c1OC (stereo not given)	-57	.	.
C=C(C)CNC(=S)/N=c1\scc(C)n1CC	39	0.52	1.1
CC1CN(S(=O)(=O)c2cccc(C(=O)NN3CCN(C)CC3)c2)CC(C)O1 (stereo not given)	.	0.14	0.08
O=C(CSc1nnc(-c2ccc(O)cc2)n1Cc1ccco1)c1cccs1	.	-0.22	-0.03
C=CCSc1nnc2c(n1)OC(c1ccccn1)N(C(C)=O)c1ccccc1-2 (stereo not given)	25	-0.29	-0.53
CCn1c(SCC(=O)Nc2ccc3c(c2)OCCO3)nnc1-c1ccco1	-80	0.25	-0.29
Cc1ccc(SCCCn2cncn2)cc1	-40	0.55	0.55
O=C(CN1CCN(c2ccc(F)cc2)CC1)NCc1cccs1	-50	.	.
Cc1nn(-c2ccccc2)c(Cl)c1C1C(C#N)=C(N)Oc2n[nH]c(C)c21 (stereo not given)	.	0.17	-0.42
COC(=O)CNC(=O)C(Cc1c[nH]c2ccccc12)NC(=O)OC(C)(C)C (stereo not given)	.	0.22	-0.13
COc1cc(C2Nc3cccc4cccc(c34)N2)cc(OC)c1O	14	0.1	0.75
Cc1cnc(NC(=O)Cc2c[nH]c3ccccc23)s1	-5	0.32	0.17
N/C(=N/OCc1cccc([N+](=O)[O-])c1)c1nonc1N	0	4.3	2.5
Cc1cc(C(F)(F)F)nc(SCC(=O)NC2=NC(=O)C(C)S2)n1 (stereo not given)	-150	0.48	-0.21
COc1cc(CNCc2ccccn2)ccc1OCC(=O)NC(C)(C)C	.	2.1	2.7
NC(=O)c1nn(-c2ccccc2)nc1NC(=O)CSc1nnnn1-c1ccc(Cl)cc1	3	-0.44	-0.35
CCOC(=O)c1ccc(NC(=S)N2CCCC2c2ccc(OC)c(OC)c2)cc1 (stereo not given)	-35	.	.
Nc1nonc1-c1noc(-c2ccc(Br)o2)n1	31	-0.27	-0.69
O=C(c1ccc2c(c1)OCCO2)N1CCCCC1	-23	0.98	0.93
O=C(NCc1ccco1)c1cccc(C(F)(F)F)c1	-25	.	.
CC1CCc2c(sc(Nc3nc4c(F)cccc4s3)c2C(N)=O)C1 (stereo not given)	.	-0.41	-0.91
CC(C)c1onc(C(=O)N2C(C)CCCC2C)c1[N+](=O)[O-] (stereo not given)	.	0.19	0.41
O=C(Nc1nnc(-c2ccc(Cl)cc2)o1)NC1CCCCC1	7	0.24	-0.23
NS(=O)(=O)c1ccc(CCNC(=O)Nc2ccc(Cl)c(Cl)c2)cc1	.	0.08	0.17
CCOC(=O)C1=C(C)OC(N)=C(C#N)C1c1cc(F)ccc1F (stereo not given)	6	1.4	1.3
COc1ccc(CN2CCN(c3ccccn3)CC2)cc1OCc1ccccc1	15	0.72	0.36
O=C(N/C(C(=O)N1CCOCC1)=C(\Sc1ncccn1)c1ccccc1)c1ccccc1	-13	0.49	0.35
CC(=O)Nc1nc(=S)n(-c2ccccc2)[nH]1	.	0.09	-0.29
COc1ncnc2c1oc1nc(C(C)C)c3c(c12)CC(C)(C)OC3	.	0.03	-0.43
O=C(O)C1C2CCC(C2)C1C(=O)NCc1ccco1 (stereo not given)	9	-0.09	-0.41
O=C(CCC(=O)N(Cc1ccco1)C(C(=O)NC1CCCC1)c1ccncc1)Nc1cccnc1 (stereo not given)	.	0.74	0.84
COc1ccc(NC(=O)CN2CCC(C(N)=O)(N3CCCCC3)CC2)cc1	.	0.73	-0.13
CNc1c([N+](=O)[O-])cnn1-c1ccccn1	9	.	.

(next part)
SMILES	Insulin prom inh	SDO1 yeast rescue	SDO1 yeast rescue Rescue 24 h
CCc1nnc(NC(=O)CCC(=O)O)s1	.	-0.39	-1.2
O=C(Cn1cnc2c(nnn2Cc2ccccc2)c1=O)NCc1ccco1	.	1.6	0.9
CCOCCCNC(=O)C(C)NS(=O)(=O)c1ccc(C)cc1 (stereo not given)	-47	0.42	-0.22
CCOc1ccc(-n2c(SCC(=O)Nc3nccs3)nc3c(c2=O)SCC3)cc1	.	-1.6	-0.74
Cc1cccn2c(=O)c(/C=C(\C#N)C(=O)NC3CCS(=O)(=O)C3)c(N3CCC(C)CC3)nc12 (stereo not given)	23	1.2	2.3
CS(=O)(=O)N(CC(=O)N1CCCCCC1)c1cccc(Br)c1	.	-0.79	-1
CC(=O)c1c(COC(=O)c2cccnc2)nc2ccccc2[n+]1[O-]	.	0.12	0.57
CC1Cc2ccccc2N1C(=O)c1ccc(N2CCCCC2)c([N+](=O)[O-])c1 (stereo not given)	.	-1.5	-1.4
CSc1ccc(-c2cc(=O)c3ccccc3o2)cc1	38	-1.2	-0.79
CCOC(=O)NC1(Nc2ccc(C)cc2)Oc2ccccc2O1	.	-0.67	-1.2
Cc1cccc(OCC2=N/C(=C\N(C)C)C(=O)O2)c1	-58	0.74	0.35
O=C1NC(=O)/C(=C\c2ccccc2Oc2ccc(F)c(F)c2)S1	32	-0.72	-0.03
Cc1ccnc(NC(=S)NC(=O)/C=C/c2ccc(Cl)cc2)c1	-24	-0.86	-0.63
COc1ccccc1C(=O)Nc1ccc(C)cc1C(=O)c1ccccc1	.	-0.79	-1.1
CN(C)C(=O)N1CCC(C(=O)NCc2ccc(F)cc2Cl)CC1	-26	-0.05	-1.4
CCN1CCN(Cc2cc(=O)oc3cc(C)cc(C)c23)CC1	14	1	0.49
CSc1ccccc1C(=O)NCCc1ccc(S(=O)(=O)N2CCCCC2)cc1	-41	0.52	0.48
O=C(OC1CCOC1=O)c1cccc(S(=O)(=O)Nc2cccc(Cl)c2)c1 (stereo not given)	43	0.03	-0.46
O=C(CSc1ncnc2c1cnn2-c1ccccc1Cl)N1CCN(C(=O)c2ccco2)CC1	.	-0.41	-0.82
CCOC(=O)c1cnc2c(-c3ccccc3)c(C)nn2c1N	-13	-1.2	-0.51
COc1ccc(S(=O)(=O)Cc2ccccc2)cc1N	-12	-0.68	-0.35
COc1ccc(Cn2nnnc2CN(CCCN2CCOCC2)Cc2cc3cc(OC)ccc3[nH]c2=O)cc1	-43	.	.
COCCNC(=O)c1c(N)sc2c1CCCC2	-29	-0.19	-0.81
Cc1ccc2c(c1)/C(=N/OS(=O)(=O)c1ccccc1)CCS2	-22	.	.
COCCN(C(=O)Nc1ccccc1)c1ccccc1	-24	1.7	1.2
COc1ccc(CCC(=O)N2CC(C)OC(C)C2)cc1 (stereo not given)	-50	-0.58	-0.82
CCNc1nc(CN2CCCCC2)nc2scc(-c3ccccc3)c12	.	0.97	0.93
NCCCCCc1nnc(SCc2ccccc2Cl)o1	18	-0.06	-0.65
CN1CCc2nc(NC(=O)COc3ccc(C#N)cc3)sc2C1	21	.	.
COc1ccccc1N1CCN(CC(=O)Nc2ccc(Cl)c(C(F)(F)F)c2)CC1	-9	-1.7	-0.56
Cc1cc(C)nc(N(C#N)CC(=O)N2CCC(C(N)=O)CC2)n1	-23	0.22	-0.55
COc1ccccc1NC(=O)CNS(=O)(=O)c1ccccc1	-378	0.75	0.87
Clc1ccc(Cc2noc(CN3CCN(c4ccccc4)CC3)n2)c(Cl)c1	-41	-0.22	-0.15
Cn1c(CCc2nc3ccccc3[nH]2)nnc1SCC#N	-14	.	.
O=c1c2ccccc2ncn1-c1ccc(Cl)c(Cl)c1	-31	-0.68	0.36
CCN(CC)S(=O)(=O)c1ccc(-c2nnc(SCC(=O)Nc3nnc(C)s3)n2CC)cc1	51	-0.12	-0.22
COC(=O)c1ccc(C2Nc3ccc(/C(C)=N/NC(=O)C(OC)c4ccccc4)cc3C3C=CCC32)cc1 (stereo not given)	.	-1.7	-0.94
CC1=Nc2ccc(C)cc2/C1=C/c1c(N)n2oc(C)cc2nc1=O	-131	.	.
COc1ccc([N+](=O)[O-])cc1NC(=O)C(C)Sc1nc(-c2ccccc2)cs1 (stereo not given)	.	0.74	1.6
O=C1c2ccccc2C(=O)C12Cc1ccccc1N1CCN(c3ccccc3)CC12 (stereo not given)	-8	-1.3	-0.71
Cn1cc(C(=O)Nc2ccc3c(c2)CCC3)cn1	-7	-0.33	-2
CCCN=C(C)C1=C(O)c2ccccc2C1=O	11	-0.43	0.17
Cc1c(N=Cc2ccco2)c(=O)n(-c2ccccc2)n1C	.	-0.26	-1.1
Cc1cc(C(=O)CC#N)c(C)n1-c1ccc(OC(F)F)cc1	.	0.24	-1.2
Cc1cc(C(=O)COC(=O)Cc2n[nH]c(=O)c3ccccc23)c(C)n1-c1ccc2c(c1)OCO2	3	-0.58	0.05
COc1cccc(NS(=O)(=O)c2nc3nc(C)cc(C)n3n2)c1	.	1.4	1.7
COc1ccc(C(NC(=O)c2ccc(F)cc2)c2ccccc2)cc1 (stereo not given)	.	-0.79	-1
O=S(=O)(NCCCc1ccccc1)c1ccccc1	1	1.1	1.6
COC(=O)CCC(=O)c1oc2ccc(Br)cc2c1N	-60	-1.8	-1.4
COC(=O)c1ccc(CSc2ncnc3c2oc2ccccc23)o1	.	-0.13	1.1
CN1C(=O)NC(c2ccccc2)C2=C1CN(Cc1ccco1)C2=O (stereo not given)	?	0.13	0.12
O=S1(=O)CCN(Cc2cccc(C(F)(F)F)c2)CC1	13	.	.

5 records picked at random from those above, as already listed:
SMILES	Insulin prom inh	SDO1 yeast rescue	SDO1 yeast rescue Rescue 24 h
O=S(=O)(NCCCc1ccccc1)c1ccccc1	1	1.1	1.6
COC(=O)CCC(=O)c1oc2ccc(Br)cc2c1N	-60	-1.8	-1.4
COc1ccc(C(NC(=O)c2ccc(F)cc2)c2ccccc2)cc1 (stereo not given)	.	-0.79	-1
Cc1cc(C(=O)CC#N)c(C)n1-c1ccc(OC(F)F)cc1	.	0.24	-1.2
CN1C(=O)NC(c2ccccc2)C2=C1CN(Cc1ccco1)C2=O (stereo not given)	?	0.13	0.12

Some of these compounds in order of the SDO1 yeast rescue Rescue 24 h value, descending.
SMILES	Insulin prom inh	SDO1 yeast rescue	SDO1 yeast rescue Rescue 24 h
O=C(CSc1nnc2c3c4c(sc3ncn12)CCCC4)NCc1ccco1	-29	-0.34	0.49
COc1ccc(NC(=O)CN2CCC(C(N)=O)(N3CCCCC3)CC2)cc1	.	0.73	-0.13
COCCNC(=O)c1c(N)sc2c1CCCC2	-29	-0.19	-0.81
O=C(CSc1ncnc2c1cnn2-c1ccccc1Cl)N1CCN(C(=O)c2ccco2)CC1	.	-0.41	-0.82
COC(=O)CCC(=O)c1oc2ccc(Br)cc2c1N	-60	-1.8	-1.4

Screening results as filed in PubChem BioAssay.
